# Assay outcomes: PubChem BioAssay, several laboratories
# SSB-PriA inh: inhibitors of Klebsiella pneumoniae PriA binding to SSB C-terminal tail; AlphaScreen SSBct-PriA binding, biotinylated peptide; inhibition, % at 33 µM; hit rate 0.6% among 430,000; in the data active = inhibition mostly above about 37%, no sharp cut-off; inactive = mostly below about 20%;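 also: plate controls were negative control peptide for no effect and reference peptide for full effect; strong numbers were not always called active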
# TcdB GH inh: blocks C. difficile toxin B glycohydrolase activity; P18177; TcdB glycohydrolase enzymatic assay, plate reader; inhibition, % at 9.99 µM; hit rate 0.24% among 350,000; in the data active = inhibition above about 10%
# BH1578 lux ind: quorum light induction in luxS cqsA deficient V. cholerae; V. cholerae BH1578 lux reporter, luminescence, 6 h; activation, % at 18.7 µM; hit rate 0.16% among 350,000; in the data active = activation mostly above about 9.7%, no sharp cut-off; also: not every result past the cut was called active; inactives centre near 0; reference of the scale not given here
# PfHsp40 yeast: compounds rescuing yeast from Plasmodium falciparum HSP40 toxicity. hit rate 0.68% among 340,000. growth rescue, % at 12.5 µM. S. cerevisiae expressing PfHsp40, growth rescue, ATP luminescence; in the data active = growth rescue above about 28%, passing the limit was not always enough;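 also: yeast W303a lacking pdr1 and pdr3 grown in galactose medium; growth measured after three days at 30 °C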
# PrPC TRFRET: inhibitors of human cell surface prion protein PrPC; TR-FRET read-out; inhibition, % at 13.8 µM; hit rate 0.43% among 370,000; AID 720596; in the data active = inhibition above about 24%; also: 0% = median of the test wells and 100% = reference compound wells
# BoNT A protease: BoNT A light chain protease inhibition; multiplex microsphere protease substrate cleavage, flow cytometry; inhibition, % at 10 µM; hit rate 0.17% among 360,000; AID 588499; also: plate controls were buffer without enzyme for full effect and enzyme alone for no effect
# SARS 3CLpro inh: SARS-CoV 3CLpro protease inhibition; P0C6X7; recombinant SARS-CoV 3CLpro, quenched FRET peptide cleavage; inhibition, % at 6 µM; hit rate 0.14% among 290,000; AID 1706; in the data active = inhibition above about 12%
# Anthrax LF prot: inhibitors of Bacillus anthracis lethal factor protease | multiplex microsphere protease cleavage assay, LF | hit rate 0.12% among 360,000 | inhibition, % at 10 µM | P15917; also: plate controls were buffer without enzyme for full effect and enzyme alone for no effect
# Target sequence (P15917 whole entry, looked up): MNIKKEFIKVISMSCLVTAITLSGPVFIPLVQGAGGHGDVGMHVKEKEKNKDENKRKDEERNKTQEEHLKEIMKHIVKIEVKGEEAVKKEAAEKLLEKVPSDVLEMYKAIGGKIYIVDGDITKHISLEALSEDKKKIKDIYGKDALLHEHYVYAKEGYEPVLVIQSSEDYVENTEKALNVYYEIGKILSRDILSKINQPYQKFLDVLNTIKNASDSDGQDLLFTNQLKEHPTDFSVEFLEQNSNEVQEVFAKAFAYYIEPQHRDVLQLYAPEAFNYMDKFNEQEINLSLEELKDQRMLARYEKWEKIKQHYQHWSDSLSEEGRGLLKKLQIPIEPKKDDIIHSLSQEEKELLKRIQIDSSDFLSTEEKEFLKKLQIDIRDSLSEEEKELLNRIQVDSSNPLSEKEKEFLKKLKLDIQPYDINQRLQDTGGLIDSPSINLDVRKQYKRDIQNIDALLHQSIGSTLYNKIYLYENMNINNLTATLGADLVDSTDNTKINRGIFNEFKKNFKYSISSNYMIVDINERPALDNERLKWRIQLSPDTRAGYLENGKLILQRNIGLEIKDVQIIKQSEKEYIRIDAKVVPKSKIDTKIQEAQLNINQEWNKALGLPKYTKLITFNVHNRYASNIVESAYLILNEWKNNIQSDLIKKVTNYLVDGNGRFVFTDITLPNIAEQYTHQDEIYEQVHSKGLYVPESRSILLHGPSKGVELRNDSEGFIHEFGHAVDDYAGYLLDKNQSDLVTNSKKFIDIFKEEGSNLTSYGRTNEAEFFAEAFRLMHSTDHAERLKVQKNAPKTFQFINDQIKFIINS
# Y pestis TopoI: Y. pestis Topo-I inhibition via cleavage products; activity, % at 10 µM; AID 504884; Y. pestis Topo-I cleavage product accumulation, plate reader; hit rate 0.064% among 360,000; in the data active = activity above about 50%, passing the limit was not always enough; also: inactives centre near 2
# The depositor's hits bear a star; i = inactive; / = no result given; & = joins results of further samples. Rule as the data show it, unless noted: active = inhibition above about 30%; inconclusive = no clear call, values can overlap the other calls; inactive = below that. A portion of the library; count on the stated rates, not on these rows.
SMILES,SSB-PriA inh,TcdB GH inh,BH1578 lux ind,PfHsp40 yeast,PrPC TRFRET,BoNT A protease,SARS 3CLpro inh,Anthrax LF prot,Y pestis TopoI
CN1CCN(Cc2nc(N)nc(Nc3ccc4c(c3)OCCO4)n2)CC1,4,/,-0.2,-0.6,3,0.2,1,5,-2
Cc1onc(-c2ccccc2)c1C(=O)N=C(N)c1ccc(Cl)cc1,/,0.9,-0.3,-1.0,-1,0.5,0,-8,0
Nc1nnc(SCCN2C(=O)c3ccccc3C2=O)s1,-2,/,-0.4,0.0,-4,-0.7,-1,0,4
C#CCC(NC(=O)c1ccc(C(F)(F)F)cc1)C(=O)NCCC (stereo unspecified),-11,0.7,2.4,0.2,7,-0.5,/,-5,1
O=C1CSC(c2cccc(F)c2)N1c1ccccc1 (stereo unspecified),-7,0.0,i,-0.2,3,0.8,2,3,4
C[C@H]1CN([C@@H](C)CO)S(=O)(=O)c2ccc(Br)cc2O[C@H]1CN(C)C(=O)Cc1ccccc1,/,0.0&0.6,-0.2,/,-2,-0.4,/,-2,27
CCc1ccc(NC(=O)Cn2ncc3c4ccccc4n(C)c3c2=O)cc1,4,-0.6,-0.1,-1.0,1,0.5,1,-2,2
CC1(C(=O)NS(=O)(=O)c2ccccc2)CCN1C(=O)C1(c2ccc(Cl)cc2)CCC1 (stereo unspecified),/,2.0,-0.6,/,0,-0.1,/,-5,13
O=C1C2C3CC(C(Br)C3Br)C2C(=O)N1CC1CCCO1 (stereo unspecified),1,1.7,-0.8,-0.8,-6,-9.3,-2,-6,-8
O=C1C(Cl)=C(N2CCN(Cc3ccccc3)CC2)C(=O)N1c1ccccc1,0,/,1.4,-0.1,-2,0.3,-4,-1,-9
CCc1ccc(NC(=O)CSc2nc3nc(C)cc(C)n3n2)cc1,-3,0.1,-0.4,-1.1,2,-0.6,1,0,6
O=C(CSc1nnnn1-c1ccccc1)Nc1nc(-c2ccccc2)ns1,-12,/,i,-1.1,-1,-0.1,7,0,-3
O=C(O)c1cccc(-n2nc(-c3ccc(Cl)c([N+](=O)[O-])c3)c3ccccc3c2=O)c1,-9,-0.6,-0.1,-0.4,-5,-0.8,4,-3,1
COCCNC(=O)C(c1ccc(Cl)cc1)N(C(=O)CCC(=O)Nc1ccccn1)C1CCCC1 (stereo unspecified),-11,/,0.5,-0.3,0,0.2,2,-3,7
COc1ccc(NC(=O)CN(C)C(=O)c2ccc(C)s2)cc1,-10,/,0.9,-0.4,6,-0.7,-7,-2,0
COc1cccc(NC(=O)Nc2ccc(F)cc2)c1,/,2.3,i,/,14,-0.2,/,-9,-1
C/C(=N\NC(=O)c1cc(Br)ccc1O)c1ccccn1,/,1.0,-0.3,-0.5,1,0.8,1,1,-6
CC(=O)c1cccc(NS(=O)(=O)c2ccc(C(=O)Nc3ccccc3)cc2)c1,1,1.3,-0.6,-0.1,9,3.3,-1,4,-3
CCOc1ccc(/C=N/NC(=O)CSc2n[nH]c(=O)[nH]c2=O)cc1OC,/,0.7,i,-0.4,0,-0.5,0,0,0
CC(Cc1cccs1)NC(=O)CCCn1nnnc1CN1CCOCC1 (stereo unspecified),0,0.1,-0.6,-1.0,-2,0.9,2,0,5
c1ccc(CN2CC[C@@H](Nc3nccn4ccnc34)C2)cc1,/,0.8,i,/,-7,-0.2,/,-6,3
COc1ccc(-n2ncc3c(N4CCN(c5cccc(C)c5C)CC4)ncnc32)cc1,-13,-0.6,-0.3,-0.3,-3,-0.5,-4,3,-10
Cc1nn(C(C)C(=O)N2CCc3ccccc3C2)c(=O)c2cc3occc3n12 (stereo unspecified),-5,/,/,1.3,-5,-0.2,-1,-2,7
O=C(NCCc1c[nH]c2ccccc12)OCCCCOC(=O)NCCc1c[nH]c2ccccc12,18,0.8,-0.5,2.8,17,-0.7,/,-8,5
COC(=O)c1ccc(C(=O)OC)c(NC(=O)COC(=O)C23CC4CC(CC(O)(C4)C2)C3)c1,-10,/,i,3.7,1,/,-2,/,-3
O=C(NCc1ccccn1)c1ccc(N2CCCC2=O)cc1,-8,/,-2.3,-0.1,-2,0.1,2,0,3
COc1cc(C2CC(=O)N(c3ccc(C)cc3)C(=O)C2)cc(OC)c1OC,1,2.5,-1.2,-0.4,5,-0.7,1,4,-1
Cc1ccccc1-n1ccnc1SCC(=O)Nc1cccc(S(=O)(=O)NC2=NCCC2)c1,1,4.4,i,-0.5,8,-0.2,/,-5,11
CCOc1ccccc1N=CC1=C(O)CC(c2ccccc2)CC1=O (stereo unspecified),-4,-0.3,-0.1,0.2,4,-1.8,2,-2,-5
COc1ccc(C(=O)N(Cc2ccccc2)c2cccc(C)c2)c(OC)c1OC,-11,0.4,-1.0,1.5,-1,2.3,2,0,12
O=C(NNc1ncnc2sccc12)c1ccc(Cl)cc1,-7,-0.3,i,-1.4,16,-2.5,7,-24,-1
S=C(Nc1ccc(Cl)c(Cl)c1)N1CCOCC1,-15,0.8,-0.4,-1.5,1,0.0,0,-1,1
OC1(c2ccc(Cl)cc2)CCN(Cc2cn[nH]c2-c2ccc(F)cc2)CC1,4,-1.7,-0.3,-0.5,0,/,2,/,-11
CCOc1ccccc1Nc1nc(N)nc(CSc2nccc(C)n2)n1,-3,/,i,0.0,6,0.7,-1,-2,-8
CCN(CC)C(=O)Cn1cc(S(=O)(=O)CC(=O)Nc2ccc(OC)c(OC)c2)c2ccccc21,-12,0.5,0.7,-0.5,5,0.8,-8,-2,1
Cc1ccc2c(c1)NC(=O)C(CC(=O)NCCCN1CCCCC1C)O2 (stereo unspecified),1,1.6,-0.4,-0.9,6,-1.0,-1,1,8
Cc1ccc(S(=O)(=O)N2CCCC2CNC(=O)C(=O)NCc2ccccn2)cc1 (stereo unspecified),-6&6,1.1,i,-2.3,-1,-1.2,/,3,4
Cc1ccc(C(=O)NN=Cc2ccc3c(c2)OCO3)cc1,-2,0.3,0.0,-1.6,4,-0.2,/,-4,-1
COc1ccc(S(=O)(=O)NCC2CCC(C(=O)N3CCC4(CC3)OCCO4)CC2)cc1 (stereo unspecified),-26,/,i,-0.1,-3,-0.6,6,-1,-7
CSCCC(NC(=O)c1ccccc1Cl)C(=O)NC1CCN(Cc2ccccc2)CC1 (stereo unspecified),-11,0.5,-0.8,24,-2,-3.9,-4,-4,-4

# A different layout for part of the listing above:
# Each structure is followed by: SSB-PriA inh, TcdB GH inh, BH1578 lux ind, PfHsp40 yeast, PrPC TRFRET, BoNT A protease, SARS 3CLpro inh, Anthrax LF prot, Y pestis TopoI
O=C(NCCc1c[nH]c2ccccc12)OCCCCOC(=O)NCCc1c[nH]c2ccccc12
    18, 0.8, -0.5, 2.8, 17, -0.7, /, -8, 5
COC(=O)c1ccc(C(=O)OC)c(NC(=O)COC(=O)C23CC4CC(CC(O)(C4)C2)C3)c1
    -10, /, i, 3.7, 1, /, -2, /, -3
O=C(NCc1ccccn1)c1ccc(N2CCCC2=O)cc1
    -8, /, -2.3, -0.1, -2, 0.1, 2, 0, 3
COc1cc(C2CC(=O)N(c3ccc(C)cc3)C(=O)C2)cc(OC)c1OC
    1, 2.5, -1.2, -0.4, 5, -0.7, 1, 4, -1
Cc1ccccc1-n1ccnc1SCC(=O)Nc1cccc(S(=O)(=O)NC2=NCCC2)c1
    1, 4.4, i, -0.5, 8, -0.2, /, -5, 11
CCOc1ccccc1N=CC1=C(O)CC(c2ccccc2)CC1=O (stereo unspecified)
    -4, -0.3, -0.1, 0.2, 4, -1.8, 2, -2, -5
COc1ccc(C(=O)N(Cc2ccccc2)c2cccc(C)c2)c(OC)c1OC
    -11, 0.4, -1.0, 1.5, -1, 2.3, 2, 0, 12
O=C(NNc1ncnc2sccc12)c1ccc(Cl)cc1
    -7, -0.3, i, -1.4, 16, -2.5, 7, -24, -1
S=C(Nc1ccc(Cl)c(Cl)c1)N1CCOCC1
    -15, 0.8, -0.4, -1.5, 1, 0.0, 0, -1, 1
OC1(c2ccc(Cl)cc2)CCN(Cc2cn[nH]c2-c2ccc(F)cc2)CC1
    4, -1.7, -0.3, -0.5, 0, /, 2, /, -11

# Remaining list, next part
SMILES,SSB-PriA inh,TcdB GH inh,BH1578 lux ind,PfHsp40 yeast,PrPC TRFRET,BoNT A protease,SARS 3CLpro inh,Anthrax LF prot,Y pestis TopoI
COc1ccc(N(C(=O)Cc2cccs2)C(C(=O)NC2CCCCC2)c2cccn2C)cc1OC (stereo unspecified),11,/,i,0.8,-2,-0.7,3,-1,1
COc1ccc(C2=NCCn3nc4ccccc4c32)cc1,-8,3.0,-0.9,-1.2,-8,0.2,/,-6,-3
COc1ccc(OC)c(NC(=O)CN(C)CCOc2ccc(Br)cc2)c1,8,0.0,-0.5,0.2,3,-2.2,0,-3,25
CC(=O)c1ccc(OCCCC(=O)OCC(=O)N2CCN(S(=O)(=O)c3ccc(C)cc3C)CC2)cc1,-9,0.2,0.9,0.3,4,-0.7,/,-8,22
CCc1cc(Br)ccc1N1C(=O)C2CC=CCC2C1=O (stereo unspecified),-6,/,8.3,0.5,3,0.3,1,1,0
O=C(c1nc2ccccn2c1CN1CCC(Cc2ccccc2)CC1)N1CCCC1,2,-0.2,-0.4,-0.1,5,-1.3,0,0,6
COc1ccc(-c2n[nH]c(C(F)(F)F)c2-c2cc3ccccc3o2)c(O)c1,22,/,-4.5,10,6,0.7,14*,-17,-12
O=C(O)C(Cc1ccc(OS(=O)(=O)Cc2ccccc2)cc1)NS(=O)(=O)Cc1ccccc1 (stereo unspecified),-1,-0.7,-5.9,1.8,4,0.1,/,6,0
NC(=O)c1nsc(C(=O)N(Cc2ccco2)C(C(=O)NCC2CCCO2)c2ccc(F)cc2)c1N (stereo unspecified),-3,1.2,-0.2,-0.5,4,0.4,-1,-6,14
CNC(=O)CC(CC(=O)c1ccccc1)c1ccccc1 (stereo unspecified),-6,1.1,-0.4,-0.1,-5,-0.3,/,-3,7
O=S(=O)(Cc1ccccc1)/C1=C(\N2CCOCC2)CCCCCC1,/,/,-0.3,1.1,-5,-1.0,-1,-4,-3
CCOC(=O)[C@]12CCCC=C1N(Cc1ccc(Cl)cc1Cl)C(=O)[C@H](CC(=O)NCCc1ccccc1OC)C2,/,0.9,/,/,-1,-0.1,/,1,/
COc1ccc(/C=C(/C#N)C(=O)NC2CCCCC2)cc1Br,1,/,i,0.7,-6,0.9,3,1,0
CCc1ccc(/C=N/NC(=O)c2cc(-c3ccncc3)nc3ccccc23)s1,/,/,-0.3,-3.1,4,-1.4,8,2,18
Cc1cc(C)c(NC(=O)C(=O)NCc2ccco2)c(C)c1,-24,/,-0.3,-2.2,/,-0.8,5,-2,9
Cc1nc(C(F)(F)F)ccc1C(=O)N1CCC1(C)C(=O)NS(=O)(=O)c1ccc(C#N)cc1 (stereo unspecified),/,-0.1,0.9,/,5,0.2,/,0,1
CC(C)C(=O)Nc1nnc(CCN2CCCCC2)s1,-14,/,-0.3,-1.0,-3,/,2,/,6
COc1ccccc1OCc1ccc(C(=O)N2CCN(C(=O)c3ccco3)CC2)cc1,-4,/,1.0,1.4,3,1.3,7,13,24
CC1CCC(C(C)C)C(OC(=O)Cn2nnc3c(cnn3-c3ccccc3)c2=O)C1 (stereo unspecified),-15,1.1,-0.4,-0.4,-5,0.1,0,2,4
Cc1c(C(=O)OCCOc2ccc(Br)cc2)sc(=S)n1C,5,/,-0.5,-0.2,3,0.2,3,0,-7
COc1ccc(C(=O)N/C(=C\c2cn(C)c3ccccc23)C(=O)N2CCOCC2)cc1OC,14,0.5,i,-0.2,-7,-3.7,3,-2,6
COC(=O)CNC(=O)Cn1cnc2sc(C)c(S(=O)(=O)N3CCC(C)CC3)c2c1=O,0,/,-0.3,1.9,0,0.2,-6,1,3
CC(=O)Nc1ccc(-c2nnc(SCC(=O)n3c4c(c5ccccc53)CCCC4)n2C)cc1,-2,4.0,-0.2,-0.9,2,-0.7,1,-1,3
